ERAP1 inh = inhibitors of human ERAP1 aminopeptidase; AID 652197; recombinant ERAP1, Leu-AMC fluorescence, 60 min; actives 0.15% (n = 340,000); Q9NZ08; inhibition, % at 10.7 µM;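 active = mean replicate inhibition of at least 30%, or all replicates individually reaching that 30% level; inactive = mean below 30% and not every replicate reaching it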;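 also: 0% = neutral control wells and 100% = L-leucinethiol positive control wells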
RAD54 branch = blocks human RAD54 Holliday junction branch migration | actives 0.14% (n = 360,000) | inhibition, % at 10.4 µM | FAM/BHQ fluorescence;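 active = mean normalized replicate activity at least 40 and at least half of replicates scoring 40 or more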;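 also: 0% = median of neutral control wells and 100% = median of positive control wells; inhibitors cause a drop in the FAM fluorescence signal; in these data hits start at about 50%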
E-selectin induc = induces E-selectin expression in human endothelial cells. P16581. HUVEC E-selectin immunofluorescence imaging; normalized: neutral wells 0, TNF-alpha wells 100. activation, % at 7.58 µM. actives 0.37% (n = 260,000);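 active = mean E-selectin-positive cell signal at least 10% of the positive control, reached in at least 60% of replicates, without over 20% cell loss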;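 also: in these data hits start at about 27%; measured in HUVEC primary endothelial cells; signal is the percent of cells scored E-selectin positive by PE staining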
Target sequence (P16581 whole entry, looked up): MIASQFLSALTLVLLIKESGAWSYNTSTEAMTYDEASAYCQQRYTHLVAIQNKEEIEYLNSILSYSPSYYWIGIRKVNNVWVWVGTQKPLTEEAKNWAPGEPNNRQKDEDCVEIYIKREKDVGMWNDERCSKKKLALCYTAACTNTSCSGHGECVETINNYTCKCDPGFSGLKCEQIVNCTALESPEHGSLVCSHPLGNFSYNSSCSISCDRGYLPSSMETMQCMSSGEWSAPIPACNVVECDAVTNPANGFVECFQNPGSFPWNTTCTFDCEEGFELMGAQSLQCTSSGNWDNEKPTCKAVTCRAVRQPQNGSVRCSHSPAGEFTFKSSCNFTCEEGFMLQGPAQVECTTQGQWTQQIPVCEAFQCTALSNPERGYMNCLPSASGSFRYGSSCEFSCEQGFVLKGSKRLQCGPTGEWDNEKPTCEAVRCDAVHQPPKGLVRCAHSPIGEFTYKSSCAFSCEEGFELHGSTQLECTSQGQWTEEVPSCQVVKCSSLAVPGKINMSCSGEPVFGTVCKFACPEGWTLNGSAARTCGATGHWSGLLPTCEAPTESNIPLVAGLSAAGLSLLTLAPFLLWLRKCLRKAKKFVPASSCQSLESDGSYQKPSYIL
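assay system = HUVEC, human umbilical vein endothelial cells | input = 3,000 HUVEC seeded per well | medium = EGM-2 growth medium on 0.1% gelatin-coated wells | dosing = one compound dose added by pin transfer | signal = immunofluorescence imaging | read-out basis = % PE-positive cells | control set = TNF-alpha, DMSO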
RAD52 inh = RAD52 (human) annealing inhibition; AID 651710; P43351; inhibition, % at 18.7 µM; recombinant RAD52 DNA annealing, FRET fluorescence; actives 0.46% (n = 360,000);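 active = every replicate showing at least 50% inhibition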
S100A4 inh HTS = inhibitors of human S100A4 binding to myosin IIA peptide; P26447; S100A4/TAMRA-MyoIIA peptide fluorescence polarization; inhibition, % at 10.7 µM; actives 0.14% (n = 360,000);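 active = mean inhibition of at least 70% across replicates, with every replicate also reaching that level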
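Material: S100A4 monomer (human). Medium: Calcium-containing HEPES buffer, pH 7.2. Probe or stimulus: labelled myosin peptide probe, 5 nM. Compound dosing: one concentration per compound. Timing: polarization read 5 min after assay mix addition, stable 5–60 min. Benchmarks: DMSO as neutral control, TFP as positive control.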
esBAF inh = blocks esBAF chromatin remodeling in mouse ES cells; Bmi1-luciferase knock-in reporter, 24 h; 100% = twice the neutral-well signal; reporter increase, % at 12.5 µM; AID 602393; actives 2% (n = 350,000); in the data active = activation above about 40%;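 also: 0% = median of the plate's neutral control wells and 100% = double that signal; a rise in the Bmi1 reporter signal indicates esBAF inhibition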
XiGFP reactiv = reactivates the inactive X chromosome in mouse fibroblasts. XiGFP mouse fibroblasts, % GFP-positive cells imaging, 3 d; cells co-treated with 5-aza-dC sensitizer; scaled so ellipticine positive control = 100%. activation, % at 7.58 µM. actives 0.055% (n = 360,000). AID 743238;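 active = mean normalized replicate activation at least 10% and every replicate at or above 10%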;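 also: 0% = median of on-plate neutral control wells and 100% = ellipticine 6 µM median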
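assay system = SV40-immortalized XiGFP fibroblast cells, line 68-5-11 | buffer or medium = DMEM plus 5-aza-dC sensitizer | doses = single-point pinned compound dosing | times = 3-day compound exposure, then 15 min fixation at room temperature | benchmarks = positive control ellipticine, 6 µM final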
ERp5 block = ERp5 (human) disulfide isomerase inhibition. Q15084. ERp5 insulin aggregation, absorbance 650 nm, 90 min. inhibition, % at 9.99 µM. actives 0.05% (n = 350,000). AID 651711;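 active = mean replicate inhibition above about 25%, with every replicate also reaching it, limit read from the data, passing the limit was not always enough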
Target sequence (Q15084 whole entry, looked up): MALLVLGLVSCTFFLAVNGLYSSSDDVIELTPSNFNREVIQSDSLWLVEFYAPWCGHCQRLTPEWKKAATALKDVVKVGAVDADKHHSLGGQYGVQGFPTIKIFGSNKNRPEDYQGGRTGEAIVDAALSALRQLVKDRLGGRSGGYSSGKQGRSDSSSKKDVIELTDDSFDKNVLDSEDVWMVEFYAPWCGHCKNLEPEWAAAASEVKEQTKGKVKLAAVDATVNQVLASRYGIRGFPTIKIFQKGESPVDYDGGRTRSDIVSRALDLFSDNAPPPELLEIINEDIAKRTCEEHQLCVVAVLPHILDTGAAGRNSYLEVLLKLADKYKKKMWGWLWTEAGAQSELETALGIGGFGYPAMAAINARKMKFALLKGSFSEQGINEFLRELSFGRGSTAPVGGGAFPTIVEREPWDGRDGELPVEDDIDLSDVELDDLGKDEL
* marks the source's active call; other numbers are inactive results; nt = not tested or not shown.

Values run as follows: RAD52 inh, ERAP1 inh, XiGFP reactiv, E-selectin induc, ERp5 block, S100A4 inh HTS, RAD54 branch, esBAF inh
- O=C(COC(=O)c1cc(=O)c2ccccc2o1)Nc1cc(Cl)ccc1Cl
→ -4.6, -0.8, 0.3, 11.2, -2.6, -8.5, -6.4, -2.3
- COC(=O)[C@H](Cc1c[nH]c2ccccc12)NC(=O)NCc1ccccc1
→ 0.5, -2.4, 0.5, 0.7, -1.3, 0.7, 7.9, -2.3
- CC1=NN(CCc2ccccn2)C(=O)CC1
→ -5.1, -3.0, 0.4, 9.9, 3.5, -9.2, nt, nt
- C[C@H]1CN([C@@H](C)CO)C(=O)c2ccccc2-c2ccccc2CO[C@H]1CN(C)Cc1cccc(F)c1
→ 2.7, 0.9, -0.8, -0.5, -12.5, -14.4, -0.3, 0.7
- COc1ccc(CN(C)C[C@H]2Oc3ccc(NC(=O)Nc4c(C)noc4C)cc3CC(=O)N([C@H](C)CO)C[C@@H]2C)cc1
→ 8.7, -1.3, -0.1, -0.4, -5.8, 0.2, nt, nt
- CC(OC(=O)c1ccc(O)cc1)C(=O)Nc1nc(-c2ccccc2)cs1 (centres undefined)
→ -12.2, -1.7, 0.1, -0.1, 9.9, 2.6, -8.9, 7.4
- Cc1nc2scc(C)n2c(=O)c1S(=O)(=O)N1CCN(c2ccc([N+](=O)[O-])cc2)CC1
→ 2.5, 0.2, 0.0, nt, 4.0, -0.8, 21.5, -7.1
- CCOc1ccccc1NC(=O)C(OC(=O)c1ccc(NC(=O)CC#N)cc1)c1ccccc1 (centres undefined)
→ -63.3, -1.4, 0.1, 1.0, 6.0, 39.1, nt, nt
- O=C(Nc1ccc(F)cc1)C1CC(=O)n2cnnc2N1 (centres undefined)
→ 2.6, -2.9, 0.0, -0.1, 3.0, 3.4, -8.2, nt
- COCCN=C1N[C@@H](c2cccc(C(F)(F)F)c2)C(C(=O)OC)=C(C)N1Cc1ccccc1
→ -5.0, 0.7, 1.0, 0.9, 0.6, 0.4, 10.7, -2.2
- CC1CCN(C(=O)CSc2nnc(CNC(=O)c3ccc(F)cc3)o2)CC1
→ -7.6, 3.3, 0.4, -4.5, -16.3, -0.4, -8.9, 1.8
- CCSc1ccc(C(=O)NCC(=O)O)cc1
→ -2.0, -1.9, 0.0, -0.1, -3.5, -0.8, 6.1, 4.5
- O=C(COC(=O)Cc1cccs1)Nc1ccc(OC(F)(F)F)cc1
→ 3.2, 0.4, 0.0, nt, 5.8, 1.2, 0.4, -6.3
- O=C(O)c1c[nH]n2c(=S)ncnc12
→ -17.2, -0.2, 0.2, nt, -1.3, -3.4, 0.1, 1.4
- COc1ccc(CNC(=O)C[C@H]2CC[C@H](NC(=O)c3cccc(F)c3)[C@@H](CO)O2)cc1
→ 3.1, -2.3, 0.3, -0.2, 2.1, 0.6, 0.5, -3.0
- Cc1cc(C(=O)NCc2cccs2)cs1
→ -9.2, -1.8, nt, nt, -3.3, -2.9, nt, nt
- COc1ccc(NC(=O)Nc2ccc3c(c2)CC(=O)N([C@H](C)CO)C[C@@H](C)[C@H](CN(C)C(=O)Nc2ccc(F)cc2)O3)cc1
→ 7.7, 3.8, -1.1, -0.4, -3.9, -3.2, 4.8, -3.8
- COCCNC(=O)CSc1n[nH]c(=O)n1CCc1ccccc1
→ -19.7, -4.1, 0.0, 0.3, -1.9, -2.6, -8.3, -2.0
- O=[N+]([O-])c1cc(Cl)cc(/C=N/NC(=S)Nc2cc(S(=O)(=O)N3CCOCC3)ccc2Cl)c1O
→ -7.4, -1.9, -0.2, nt, 5.4, -0.5, nt, -3.7
- O=C1COc2ccc(C(=O)COC(=O)CCOc3ccccc3)cc2N1
→ 5.6, 0.5, 0.3, nt, 9.0, 7.4, 1.6, -4.1
- C[C@H]1CN([C@@H](C)CO)C(=O)c2cccc(NS(=O)(=O)c3cn(C)cn3)c2O[C@@H]1CN(C)C
→ -0.5, 0.6, -0.1, -7.7, -4.4, -1.6, -0.1, 3.6
- COc1ccc(/C=c2\s/c(=C\C(=O)C(C)(C)C)[nH]c2=O)cc1O
→ -57.0, 5.2, -0.1, -0.4, 2.6, 1.3, nt, 8.1
- O/N=C/c1ccnc(SCc2ccccc2)n1
→ -4.0, -5.9, 0.2, nt, 0.1, -3.4, nt, nt
- O=C(C[C@@H]1CC[C@@H]2[C@H](COC[C@@H](O)CN2Cc2ccc(F)cc2)O1)NCc1ccccc1Cl
→ -0.6, -1.0, -0.1, 0.0, -4.0, 17.5, -0.8, -5.7
- CCCN1C[C@@H](C)[C@H](OC)CN(C)C(=O)c2cc(NC(=O)c3ccc4c(c3)OCO4)ccc2OC[C@H]1C
→ nt, nt, 0.3, -0.1, nt, nt, -1.2, 8.7
- O=C(C[C@@H]1CC[C@H]2[C@@H](COC[C@H](O)CN2C(=O)c2ccccn2)O1)N1CCN(c2ccccc2)CC1
→ -23.8, -3.5, 0.0, -0.1, 9.0, -20.1, -0.4, -1.3
- CCc1nc2c(OCCc3cccc(OC)c3)cccn2c1N(C)C(=O)c1cccs1
→ -51.3, 0.9, 0.2, -0.2, -2.7, 2.7, -4.4, -8.2
- CCCC(=O)N1CCC(O)(c2cccc(F)c2)CC1
→ -7.3, 0.4, 0.1, nt, 6.3, -0.4, -3.4, -6.4
- O=C(Nc1ccccc1)N1CCCCN2[C@H](CO)[C@@H](c3ccc(-c4ccncc4)cc3)[C@@H]2C1
→ -7.2, -1.8, 0.2, 0.3, 0.6, -0.4, -15.6, 4.2
- COC(=O)c1ccc(N2CCN(C(=O)C3CC3)CC2)c([N+](=O)[O-])c1
→ -5.7, 1.2, 0.2, nt, 3.1, 0.1, 0.9, -3.2
- COc1ccc(NC(=O)c2cccc(S(=O)(=O)N3CCc4ccccc43)c2)cn1
→ -34.1, -0.5, 0.0, 3.2, 3.4, 1.9, nt, nt
- CCN1CCCC1CNC(=O)c1cc(S(=O)(=O)N(C)C)ccc1Cl (centres undefined)
→ -10.4, 0.2, 0.2, nt, 0.7, 0.6, -5.0, -5.4
- COc1ccccc1C(=O)N1CCN(C(=O)[C@@H](Cc2ccccc2)NC(=O)[C@H]2O[C@@H](n3cnc(C(N)=O)n3)[C@H](O)[C@@H]2O)CC1
→ -1.6, 0.2, 0.1, 0.0, 19.6, -2.5, nt, nt
- O=C(NCc1ccncc1)C(=O)NCc1ccco1
→ -7.7, 8.7, 0.5, nt, -0.2, 5.1, nt, nt
- CCOC(=O)CC(=O)CSc1ncnc2c1nnn2-c1ccc(F)cc1
→ -45.0, -0.5, 0.1, nt, 2.2, 2.5, nt, nt
- O=C(C[C@H]1CC[C@H]2[C@@H](COC[C@@H](O)CN2C(=O)Nc2cc(Cl)cc(Cl)c2)O1)NCC1CCCCC1
→ 17.2, 0.1, 0.2, 0.4, -2.1, 4.9, -6.0, 5.0
- CCOC(=O)c1cc(C)nnc1C(=O)OCC
→ -24.1, -1.6, 0.0, 1.2, 0.3, 2.8, -2.9, 2.0
- Cc1noc(C)c1COc1ccc(C(=O)OCC(=O)Nc2c(C)n(C)n(-c3ccccc3)c2=O)cc1
→ -2.2, 2.9, 0.3, nt, 2.6, 8.6, nt, nt
- COc1cccc2cc(/C(=N/O)c3ccccc3)oc12
→ -12.6, -0.7, 0.0, nt, -3.1, -6.2, nt, nt
- O=C1CNC(=O)/C1=C\N1CCCCC1
→ -13.4, -3.1, nt, nt, -3.5, 9.9, nt, nt

Full records, quoted from the list. Order of screens: RAD52 inh, ERAP1 inh, XiGFP reactiv, E-selectin induc, ERp5 block, S100A4 inh HTS, RAD54 branch, esBAF inh
`O=C(Nc1ccccc1)N1CCCCN2[C@H](CO)[C@@H](c3ccc(-c4ccncc4)cc3)[C@@H]2C1` reads -7.2, -1.8, 0.2, 0.3, 0.6, -0.4, -15.6, 4.2
`Cc1noc(C)c1COc1ccc(C(=O)OCC(=O)Nc2c(C)n(C)n(-c3ccccc3)c2=O)cc1` reads -2.2, 2.9, 0.3, nt, 2.6, 8.6, nt, nt
`COc1ccc(/C=c2\s/c(=C\C(=O)C(C)(C)C)[nH]c2=O)cc1O` reads -57.0, 5.2, -0.1, -0.4, 2.6, 1.3, nt, 8.1

Carrying on:
Values run as follows: RAD52 inh, ERAP1 inh, XiGFP reactiv, E-selectin induc, ERp5 block, S100A4 inh HTS, RAD54 branch, esBAF inh
- Cc1ccc(C)n1-c1nccc(-c2ccco2)n1
→ -6.8, 19.2, 0.2, 0.0, -5.0, -6.7, 8.2, -6.3
- COc1ccc(N=Nc2ccc(O)c3ncccc23)cc1
→ -21.9, -2.3, 1.4, nt, 1.6, -2.5, 6.6, nt
- O=C(CNC(=O)c1ccc(-c2ccccc2)cc1)Nc1cccc(CO)c1
→ -4.4, -0.3, 0.0, 0.1, -0.1, 5.9, 0.4, 20.9
- O=S(=O)(c1ccccc1)c1nnn2c1nc(NC1CCN(Cc3ccccc3)CC1)c1ccccc12
→ -29.7, -0.3, 0.0, 0.1, 0.3, -3.1, nt, -8.3
- C[C@@H]1CN([C@@H](C)CO)C(=O)c2cc(/C=C/c3ccccc3)cnc2O[C@H]1CN(C)S(=O)(=O)c1ccc(F)cc1
→ 13.0, -3.6, 0.0, 0.8, -8.6, 3.1, 3.6, -1.5
- Cc1cc(C(=O)N2CCC2(C)C(=O)NCCC#N)nn1C (centres undefined)
→ -9.9, -1.1, -0.2, nt, -4.2, -0.5, -2.9, 0.1
- CCCn1c(SCC(=O)Nc2cc(S(=O)(=O)N3CCOCC3)ccc2OC)n[nH]c1=O
→ -1.1, 1.8, 0.0, nt, 1.5, -9.2, nt, nt
- CO[C@@H]1CN(C)C(=O)c2ccc(NC(=O)C3CCOCC3)cc2OC[C@@H](C)N(Cc2ccc(F)cc2)C[C@H]1C
→ -18.8, -0.1, 0.3, 0.0, -5.6, 2.2, 4.3, 4.8
- Cn1c(N)cc(=O)n(Cc2ccccc2)c1=O
→ -8.9, -1.9, 0.0, -0.2, -3.4, 0.3, 10.2, -3.1
- COc1ccc(CCNC(=O)Cc2cc(OC)c(OC)cc2Br)cc1OC
→ -9.1, -2.9, 0.2, nt, -4.5, 2.6, nt, nt
- CCOC(=O)C1CCN(C(=O)C2CCN(S(=O)(=O)c3ccc4c(c3)CC(C)N4C(C)=O)CC2)CC1 (centres undefined)
→ -11.0, -1.4, 0.2, nt, -1.4, -0.9, -3.4, 2.4
- C[C@@H]1CCCCO[C@H](CN(C)C(=O)C2CCCCC2)[C@@H](C)CN([C@@H](C)CO)C(=O)c2cc(NS(=O)(=O)c3cccs3)ccc2O1
→ 8.3, -5.2, 0.4, -0.2, -5.5, 2.4, 1.0, 5.1
- CC1CC1C(=O)OCC(=O)Nc1cccc([N+](=O)[O-])c1 (centres undefined)
→ 5.2, 0.3, -0.7, -0.6, -6.0, -1.7, nt, nt
- CCc1ccccc1NC(=O)C1CCCN(c2ncnc3onc(-c4ccc(F)cc4)c23)C1 (centres undefined)
→ -10.1, -0.6, 0.0, nt, 3.8, -1.7, -3.4, -7.4
